# GSK3B inh: inhibitors of human GSK3beta kinase. AID 2097. activity score (negative = inhibition), % at 10 µM. 300,000 compounds, 0.038% hits. GST-GSK3beta kinase, ADP-Glo luminescence, 60 min; hits give low values;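 active means more than half of replicate wells score below -50%, meaning over 50% inhibition versus plate controls; inconclusive means some replicates but at most half score below -50%; inactive means no replicate scores below -50%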;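 further: 0% = median DMSO wells and -100% = median GW8510 positive control wells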
# Target sequence (P49841 whole entry, looked up): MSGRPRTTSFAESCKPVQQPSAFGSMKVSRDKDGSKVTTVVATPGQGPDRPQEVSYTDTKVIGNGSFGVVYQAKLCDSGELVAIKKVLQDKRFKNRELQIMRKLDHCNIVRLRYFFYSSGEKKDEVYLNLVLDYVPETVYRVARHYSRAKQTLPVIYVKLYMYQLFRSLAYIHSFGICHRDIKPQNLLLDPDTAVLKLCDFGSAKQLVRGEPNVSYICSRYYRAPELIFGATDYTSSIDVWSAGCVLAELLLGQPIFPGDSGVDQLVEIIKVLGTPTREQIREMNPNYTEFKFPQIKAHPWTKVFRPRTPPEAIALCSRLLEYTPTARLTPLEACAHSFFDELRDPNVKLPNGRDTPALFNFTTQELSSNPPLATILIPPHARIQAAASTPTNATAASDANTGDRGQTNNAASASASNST
#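 Test system – GST-tagged human GSK3beta kinase, cell-free · Incubation – 60 min enzyme reaction, room temperature · Signal – ADP-Glo luminescence · Also added – peptide substrate and ATP at 25 µM · Controls – DMSO neutral wells and GW8510 at 20 µM as positive · Buffer or medium – Tris/MgCl2 kinase buffer · Measure – Luminescence-derived activity versus plate DMSO and GW8510 wells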
# HSF1 inhib: HSF1 inhibition. NIH3T3-HGL HSE-luciferase, MG132-induced, luminescence 8 h; hits give low values. activity change, negative = inhibition, % at 7.5 µM (by protocol). 300,000 compounds, 0.77% hits. AID 2098;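 active means more than half of replicate wells show activity change below -50%, luminescence cut by over half; inconclusive means some wells, but at most half, below -50%; inactive means no replicate well below -50%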;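 further: luciferase reports HSF-1 transcriptional activity via heat shock element; 0% = median of DMSO wells and -100% = zero luminescence signal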
# aSyn UTR inh: 5' untranslated region of α-synuclein, MLPCN primary screen | inhibition, % (tested at 7.5 µM) | 300,000 compounds, 0.82% hits | alpha-synuclein 5'UTR reporter, inhibitor activity; in the data active means inhibition above about 60%; inconclusive means no clear call, values can overlap the other calls;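 further: H4 neuroglioblastoma cells stably carrying SNCA 5'UTR luciferase fusion; 0% = DMSO wells and 100% = positive control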
# GSK3A inh: blocks human GSK-3 alpha kinase; ADP-Glo luminescence, 60 min; inhibition, % at 10 µM; AID 2650; 320,000 compounds, 0.1% hits;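 in the data active means inhibition above about 50%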;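 further: GST-tagged GSK-3 alpha with peptide substrate and 25 µM ATP; 0% = DMSO neutral wells and 100% = GW8510 positive control wells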
# Target sequence (P49840 whole entry, looked up): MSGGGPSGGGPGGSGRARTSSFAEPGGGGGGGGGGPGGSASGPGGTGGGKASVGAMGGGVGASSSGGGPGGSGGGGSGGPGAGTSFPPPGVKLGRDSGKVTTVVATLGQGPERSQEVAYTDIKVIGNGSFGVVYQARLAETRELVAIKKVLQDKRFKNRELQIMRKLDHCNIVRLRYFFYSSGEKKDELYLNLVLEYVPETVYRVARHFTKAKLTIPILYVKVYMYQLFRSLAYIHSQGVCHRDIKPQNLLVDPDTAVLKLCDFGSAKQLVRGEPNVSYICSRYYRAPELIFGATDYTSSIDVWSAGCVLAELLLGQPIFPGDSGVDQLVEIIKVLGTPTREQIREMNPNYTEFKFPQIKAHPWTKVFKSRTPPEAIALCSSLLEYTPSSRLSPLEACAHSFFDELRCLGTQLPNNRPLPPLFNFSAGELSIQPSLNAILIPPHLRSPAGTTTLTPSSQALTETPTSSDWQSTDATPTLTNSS
# IEC-6 tox: kills IEC-6 intestinal cells in KLF5 counter-screen. IEC-6 cytotoxicity, luminescence viability. inhibition, % at 5 µM. 290,000 compounds, 0.78% hits. AID 1825; in the data active means inhibition above about 22%;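 further: 0% = plate median of test compound wells and 100% = cytotoxic reference compound wells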
# DYRK1A inh: Dyrk1A (rat) kinase inhibition | AID 504441 | Q63470 | inhibition, % at 12.5 µM | ADP-Glo luminescence, NFATc1 peptide | 310,000 compounds, 0.43% hits; in the data active means inhibition above about 50%;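 further: plate controls were vehicle with enzyme for no effect and no enzyme for full effect; many of its hits are not listed in these tables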
# HSF1 activator: increases HSF-1 driven luciferase reporter signal. AID 504408. 300,000 compounds, 1.7% hits. activation, % at 9 µM. NIH3T3-HGL HSF-1 luciferase reporter, MG132, 8 h; 100% = twice DMSO control signal;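 active means mean replicate activation of at least 50% with a set share of replicates each reaching 50%; inconclusive means only one of those two conditions met; inactive means mean below 50% and too few replicates reaching it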;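 further: 0% = median of the neutral control wells and 100% = twice that signal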
# HSP90 refold inh: blocks HSP90-mediated luciferase refolding in reticulocyte lysate; Rabbit reticulocyte lysate, luciferase refolding luminescence, 3 h; inhibition, % at 5.6 µM; 290,000 compounds, 0.91% hits;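 active means inhibition above the screen-wide mean plus 3 SD, computed separately per campaign, cut at about 16% in these data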;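 further: 0% = DMSO wells and 100% = 60 µM geldanamycin wells; inhibitors lower the luminescence because luciferase stays unfolded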
# KLF5 inhibitor: kruppel-like factor 5 inhibition | DLD-1 KLF5 promoter-luciferase reporter, luminescence | inhibition, % at 5 µM | 290,000 compounds, 0.23% hits | AID 1700;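 active means inhibition above a per-plate limit of that plate's mean compound inhibition plus 3 SD, cut at about 60% in these data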;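 further: 0% = DMSO wells and 100% = LY294002 at 200 µM; higher means less KLF5 promoter-driven luciferase light; inactives centre near -14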
# Platelet DG rel: platelet dense granule release activity | human platelet-rich plasma, SFLLRN dense granule ATP release, luminescence | inhibition, %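 (compounds screened at 7.5 µM in platelet-rich plasma)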 | 300,000 compounds, 0.22% hits | AID 1663;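 active means mean replicate score, as percent of positive control, at or above 50; inconclusive means mean below 50 but at least one replicate at or above 50; inactive means mean and every replicate below 50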
# * = called active by the depositor; ? = inconclusive; · = no result given. A portion of the library (hit frequency here may not be typical).
# Screens in order: GSK3B inh	HSF1 inhib	aSyn UTR inh	GSK3A inh	IEC-6 tox	DYRK1A inh	HSF1 activator	HSP90 refold inh	KLF5 inhibitor	Platelet DG rel
- CC(=O)NC(Cc1ccccc1)C(=O)OCC(=O)c1ccc(Cl)cc1 (centres undefined)
 : -2	-2	35	2	-4	0	-7	-2	11	-6
- COc1ccc(CC(=O)Nc2ccc(C(=O)NC(C)(C)C)cc2)cc1
 : -1	·	5	·	3	-8	·	-5	-6	-12
- CC(=O)C1=C(O)C(=O)N(CCCN2CCOCC2)C1c1ccccc1[N+](=O)[O-] (centres undefined)
 : -1	-10	37	0	-4	·	7	12	-7	-8
- CC(C)c1ccc(C2=C(O)c3ccccc3C(=O)C2=O)cc1
 : 1	6	-16	-1	-8	5	6	-3	-10	-13
- COC(=O)[C@H]1[C@H](C(=O)OC)[C@@H](C(=O)OC)N(c2ccc(OC)cc2)[C@@H]1C(=O)OC
 : 3	-2	16	-1	-5	1	-8	3	4	6
- O=C1CC2(CON=C2c2ccc(F)cc2)C(=O)N1c1ccc(F)cc1 (centres undefined)
 : 1	-9	-2	-1	5	12	-1	-2	0	-1
- CSc1ccc(/C=N/N2CCN(Cc3ccc(C)cc3C)CC2)cc1
 : 1	2	-38	·	-3	-2	10	-1	-2	8
- CSc1ncc(CN2CCN(C3CCCC3)C(CCO)C2)cn1 (centres undefined)
 : 3	2	9	0	0	-2	9	2	-23	-5
- COc1cccc2[nH]c(C(=O)NC(C)c3ccccc3)cc12 (centres undefined)
 : -9	-6	6	1	2	13	-3	4	-4	-1
- Cc1ccccc1NC1=C(Cl)C(=O)N(C2CCCCC2)C1=O
 : 0	-3	-133	0	-4	1	1	-2	0	-15
- CCCCn1c(SCC(=O)NNC(=O)c2ccco2)nnc1-c1ccco1
 : -2	-10	-5	6	-4	-2	3	-3	6	1
- Cc1ccc(-n2ncc3c(=O)n(CC(=O)N4CCN(c5ccccc5)CC4)cnc32)cc1C
 : 2	-12	-9	0	3	·	-6	-2	-11	5
- N#Cc1nc(-c2cccs2)oc1N1CCN(Cc2ccccc2)CC1
 : 4	-1	-3	-2	-1	3	26	4	-29	0
- COc1ccc(CCNC(=O)C2CCN(C(=O)c3ccc(Cl)cc3)CC2)cc1
 : 0	-1	17	0	3	-6	7	0	-33	7
- COc1ccccc1CNc1nc2nc(C)c(C)c(=O)n2[nH]1
 : 5	-11	-3	-6	-4	-6	16	3	-4	2
- CN(CCCNC(=O)CCC(=O)N1CCOc2ccccc21)Cc1ccccc1
 : 2	-4	-10	-3	-6	3	-7	-2	-6	-3
- COc1ccc(NC(=O)C2C3CCC(O3)C2C(=O)O)c(C)c1 (centres undefined)
 : -1	-9	-11	0	-1	-3	-11	0	-34	-1
- CCOC(=O)N1CCN(C(=O)/C=C/c2c(C)nn(-c3ccc(F)cc3)c2Cl)CC1
 : 0	-3	27	·	6	-2	6	0	16	2
- COc1ccccc1N1CCN(C(=O)c2ccc(Cl)c(S(=O)(=O)N3CCOCC3)c2)CC1
 : 1	1	13	-1	4	5	-5	-2	11	-5
- CC(=O)c1sc(Nc2ccccn2)nc1C
 : -1	7	-48	13	-9	17	-11	-2	-27	-18
- Cc1ccc2nc(SCC(=O)NCc3ccccc3)nc(=O)n2c1
 : -2	4	6	·	·	3	-3	·	·	-5
- O=C(O)c1ccc(COc2ccccc2/C=C2/NC(=O)N(c3cccc(Cl)c3)C2=O)cc1
 : -18	0	9	0	-4	-4	-3	-6	-15	-3
- O=C(CN(Cc1cccs1)C(=O)CCC(=O)Nc1ccccn1)NCc1ccccc1
 : -2	-5	5	17	-6	-5	17	-3	-33	26
- O=C1CCc2cc(S(=O)(=O)N3CCCC3C(=O)NC3CCCCCCC3)ccc2N1 (centres undefined)
 : 2	-2	12	0	0	3	-12	2	-29	2
- C=C(C)CNC(=S)NNC(=O)c1ccco1
 : -4	-4	-16	0	-5	0	-19	1	-46	-4
- O=S1(=O)N=C(N(CCO)/N=C/C=C/c2ccccc2)c2ccccc21
 : -8	-4	22	-3	-3	0	-2	-2	-33	-3
- CC(C)(C)OC(=O)C1C(=O)CC(C)(O)C(C(=O)OC(C)(C)C)C1c1cccnc1 (centres undefined)
 : 0	?	11	-1	0	-1	-62	3	-1	2
- CCOc1ccc(/C=N/NC(=O)Cc2csc(Nc3cccc(C(F)(F)F)c3)n2)cc1
 : -1	-5	5	·	0	-4	1	-2	-18	5
- CC1C(=O)N2CCCc3cc(S(=O)(=O)NCc4ccc(F)cc4)cc1c32 (centres undefined)
 : 2	-2	8	1	·	-1	5	·	·	·
- Cc1cccc(Nc2c([N+](=O)[O-])c(=O)oc3ccccc23)c1
 : 1	2	5	0	-7	·	-4	3	-31	-2
- COC(=O)c1cc(=O)n(-c2ccc(F)cc2)c(=Nc2ccc(F)cc2)s1
 : 1	48	-47	-1	1	-2	57*	-1	-1	5
- CCc1cccc2c(C(=O)CSc3nnc(-c4ccoc4C)n3C)c[nH]c12
 : -2	5	8	4	3	-4	0	0	-10	6
- CCOc1ccc(-n2ccnc(SCC(=O)NCc3cccc(OC)c3)c2=O)cc1
 : 0	7	4	·	·	2	5	·	·	12
- COc1cc(NC(=O)CSc2ncccc2C(=O)OC(C)C)cc(OC)c1
 : 0	-10	9	-4	-4	-3	-25	0	-36	-9
- COCCCN(CC(=O)O)S(=O)(=O)c1cccc(Cl)c1
 : 3	17	6	-2	-3	-2	?	1	-23	-2
- O=C(NC1CCN(C(=S)NCc2ccco2)CC1)C1CCCCC1
 : -3	20	23	0	-7	0	16	-1	-34	7
- Cn1ccc(C(=O)Nc2ccc3c(c2)OCCO3)n1
 : -1	-1	16	2	3	2	28	12	-129	26
- CC(C)c1ccc(/C=C(\NC(=O)c2ccccc2)C(=O)NCCN2CCOCC2)cc1
 : -2	-4	-21	0	-5	1	-13	-4	-32	3
- CC1Oc2ccccc2C=C1/C=N/NC(=O)c1ccccc1 (centres undefined)
 : 1	18	-159	1	5	-5	39	-4	-71	16
- COC(=O)Nc1ccc(S(=O)(=O)Nc2cc(C(F)(F)F)c[nH]c2=O)cc1
 : 2	-3	6	-2	-1	7	-8	5	-12	-4

# An excerpt from above in order of the GSK3A inh value, falling:
SMILES	GSK3A inh
CC1Oc2ccccc2C=C1/C=N/NC(=O)c1ccccc1 (centres undefined)	1
C=C(C)CNC(=S)NNC(=O)c1ccco1	0
COC(=O)[C@H]1[C@H](C(=O)OC)[C@@H](C(=O)OC)N(c2ccc(OC)cc2)[C@@H]1C(=O)OC	-1

# New compounds follow
# Screens in order: GSK3B inh	HSF1 inhib	aSyn UTR inh	GSK3A inh	IEC-6 tox	DYRK1A inh	HSF1 activator	HSP90 refold inh	KLF5 inhibitor	Platelet DG rel
- COc1ccc(C(=O)NCCNc2nc3c(C)cccc3cc2C#N)cc1
 : -2	11	3	0	11	·	13	-2	-13	-2
- Cc1ccc(NS(=O)(=O)c2ccc(OCC(=O)Nc3cccc([N+](=O)[O-])c3)c(C)c2)cc1
 : 3	17	12	·	3	6	38	0	-25	-2
- N#C/C(=C(/O)CCCl)c1ccccn1
 : 2	1	-12	-3	1	-1	15	-4	-3	2
- CCCc1c(C)nc2c(OC)cccc2c1SCC(=O)O
 : -2	-2	13	-1	-4	·	-12	1	-18	1
- Cn1cccc1-c1cc(C(=O)O)[nH]n1
 : 1	-6	5	4	·	3	7	·	·	1
- COc1cc(C2/C(=C(\O)c3cc(C)ccc3C)C(=O)C(=O)N2CCN(C)C)ccc1O (centres undefined)
 : 1	-2	13	0	-6	-3	-6	-3	-5	-1
- CCn1c(/C(C#N)=N/O)nc2ccccc21
 : -1	-2	23	-1	1	10	-8	-1	3	10
- O=C(COC(=O)CCc1ccccc1)Nc1ccccc1OC(F)F
 : 1	-9	10	-3	-4	·	-2	-3	-5	1
- COc1ccc(C(=O)Nc2c(Cl)cc(Cl)cc2C(=O)N2CCC(C)CC2)cc1
 : 0	0	3	1	-2	4	18	-1	-16	1
- COc1cccc(-c2nc(NCc3ccccc3)c3ccccc3n2)c1O
 : 4	22	36	0	6	-5	33	7	-8	-1
- COc1ccc(OC)c(CN2CCC(C(=O)N3CCOCC3)CC2)c1
 : 0	-2	1	0	3	1	15	0	4	3
- CCn1c(N2CCN(S(=O)(=O)CC)CC2)nc2ccccc21
 : 5	-2	-8	-3	7	·	-5	0	-21	7
- CSc1ccccc1OCc1cc(C(=O)N2CCCC(C)C2)no1 (centres undefined)
 : 3	17	-134	-2	3	-1	50	0	-219	-2
- COC(=O)C1=C(NC(C)=O)CCS1
 : -2	-5	5	-4	23*	-1	-19	4	-22	7
- COC(=O)Cn1c2c(c3cc(C)ccc31)CCCC2
 : -4	-8	5	-8	·	-2	4	·	·	4
- CSc1ccccc1C(=O)Nc1ccc2c(c1)OCO2
 : 0	5	-33	-1	4	2	16	0	-28	-8
- O=C(O)CCC(=O)N(Cc1ccco1)c1nc(-c2ccccc2)cs1
 : -5	8	-9	-2	0	19	19	0	-4	10
- O=C(COC(=O)CCCSc1nc2ccccc2[nH]1)Nc1ccc(Cl)cc1
 : 0	-4	8	1	2	1	3	-8	16	-7
- CCC1Sc2ccccc2N(CC(=O)NC2CCCCC2)C1=O (centres undefined)
 : -1	4	-9	-2	3	-1	0	-1	-17	6
- COC(=O)c1c(C(=O)OC)c(-c2ccc(F)cc2)n2c1CSC2
 : 3	-5	35	-2	7	0	-3	8	-16	·
- CCCn1nc([N+](=O)[O-])c(C(C#N)c2nc3ccccc3o2)c(Cl)c1=O (centres undefined)
 : 1	76	16	-4	-3	3	97*	0	-11	-10
- O=C(NN1C(=O)c2ccccc2NC1c1ccco1)c1ccc(Br)cc1 (centres undefined)
 : 8	2	-60	9	-9	2	3	-3	-35	-2
- O=C(N/N=C/c1cccs1)C(=O)Nc1cccc(Cl)c1
 : 1	12	-12	-2	-1	3	-6	0	-14	1
- COCCN(C(C)=O)c1nnc(-c2cnccn2)s1
 : -1	-6	-19	-2	-2	0	-15	-3	-21	-5
- O=C(/C=C/c1ccccc1Cl)NNC(=O)c1cccs1
 : -8	-3	-83	0	3	3	12	1	-19	0
- CC(C)OC(=O)CSc1nc(C(C)C)nc2ccccc12
 : 0	-7	4	-1	1	-3	-5	0	-14	8
- CCc1ccccc1NC(=O)Nc1cc(F)ccc1F
 : 0	5	-21	-3	-4	4	23	1	-16	1

# Screening data deposited in PubChem by several laboratories.
